D2 PAM = positive allosteric modulators of human D2 dopamine receptor; P14416; HEK293 T-REx D2, calcium flux, EC20 dopamine potentiation; potentiation, % at 10 µM; 0.34% of 340,000 active; AID 485347;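 active = potentiation over 3 SD above the plate norm, cut at about 30% in these data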; also: 0% is about no effect
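Potentiation of an EC20 dopamine calcium response is measured in a force-coupled, tetracycline-inducible Hek293 Trex D2 line. Compound-only kinetic reads over 180 s flag agonists before dopamine addition.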
Vif-APOBEC3G blk = Vif-A3G binding inhibition | Q9HC16 | HeLa A3G-eYFP + Vif (tagged APOBEC3G with the HIV-1 protein that degrades it), YFP fluorescence, overnight | Potency, µM (series often up to 46.1 µM), inactives show top-dose activity, negative = active, actives largely listed as inhibitors | 0.076% of 410,000 active;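 also: potency is read from the fitted curve at half-maximal effect; % is scaled to controls: 0 for no effect and ±100 for the full control effect; nearly all actives have a fitted effect of over 60% in size; hits raise eYFP signal because A3G escapes Vif-driven loss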
Target sequence (Q9HC16 whole entry, looked up): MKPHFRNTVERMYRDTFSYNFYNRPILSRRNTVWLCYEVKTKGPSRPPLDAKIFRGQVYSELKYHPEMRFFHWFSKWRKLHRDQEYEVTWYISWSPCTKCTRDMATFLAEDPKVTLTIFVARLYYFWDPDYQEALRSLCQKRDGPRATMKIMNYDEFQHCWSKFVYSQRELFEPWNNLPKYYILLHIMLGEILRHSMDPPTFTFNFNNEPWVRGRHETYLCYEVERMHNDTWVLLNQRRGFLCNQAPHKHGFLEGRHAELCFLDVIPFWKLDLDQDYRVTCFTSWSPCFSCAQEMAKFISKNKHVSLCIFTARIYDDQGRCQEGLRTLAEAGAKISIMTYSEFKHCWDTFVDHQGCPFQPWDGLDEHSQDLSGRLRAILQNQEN
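Read-out is eYFP fluorescence (Ex 488/Em 500-530) from Vif-expressing HeLa A3G-eYFP cells; more signal means A3G escaped Vif-mediated degradation. Cells plated overnight, compound pinned in, incubated overnight at 37 deg C.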
D1 ag = agonists of human D1 dopamine receptor. P21728. HEK293 T-REx D1 cells, calcium flux, agonist mode. activation, % at 2 µM. 1% of 360,000 active. AID 504660; in the data active = activation above about 30%; also: 0% is about no effect
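Agonism was scored from calcium flux recorded over 180 s (1 read/s) after pintool compound addition, following a 10-cycle baseline. Cells were inducible force-coupled HEK293 TREx D1, plated overnight at 30 C and loaded with no-wash calcium dye.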
D1 potentiator = human D1 dopamine receptor positive modulation; potentiation, % at 10 µM; HEK293 TREx D1 cells, calcium flux, dopamine EC20 potentiation; 0.036% of 360,000 active; AID 504651; P21728; in the data active = potentiation above about 30%; also: 0% is about no effect
D1 antagonist = antagonists of human D1 dopamine receptor | activity change, negative = inhibition, % at 10 µM | 3.2% of 360,000 active | HEK293 TREx D1 cells, calcium flux, dopamine EC80; stronger effect = lower value | P21728; in the data active = activity change below about -30%; also: % is scaled to controls: 0 for no effect and ±100 for the full control effect
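Calcium flux readout: force-coupled, inducible Hek293 Trex D1 line, cells induced overnight at 30 C with tetracycline, dye-loaded 30–90 min at RT. Antagonism scored against EC80 dopamine challenge given 180 s after compound.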
Vif-A3F inh = blocks the Vif interaction with APOBEC3F | HeLa A3F-eYFP + Vif (tagged APOBEC3F with the HIV-1 protein that degrades it), YFP fluorescence increase | Potency, µM (doses to about 46.1 µM), for the others: top-dose activity, negative = active | 0.2% of 390,000 active; also: potency is read from the fitted curve at half-maximal effect; % of control where 0% means no effect; nearly all actives have a fitted effect of over 65% in size
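HeLa cells stably expressing Vif plus C-terminally eYFP-tagged A3F were seeded, incubated overnight at 37 deg C, dosed with compound, incubated overnight again at 37 deg C. Yellow fluorescence (Ex 488/Em 500-530) reported blocked Vif-mediated A3F-eYFP degradation.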
RXFP1 ag = agonists of human relaxin receptor RXFP1 | Q9HBX9 | HEK293T-RXFP1 cAMP TR-FRET, 30 min; response scale: percent of porcine relaxin response, buffer zero | Potency, µM (titrated, usually from 57.5 µM), for the others: top-dose activation, hits mostly activators | 0.3% of 370,000 active; also: potency is read from the fitted curve at half-maximal effect; % is scaled to controls: 0 for no effect and ±100 for the full control effect; nearly all actives have a fitted effect of over 60% in size; many of its hits are not listed in these tables
Target sequence (Q9HBX9 whole entry, looked up): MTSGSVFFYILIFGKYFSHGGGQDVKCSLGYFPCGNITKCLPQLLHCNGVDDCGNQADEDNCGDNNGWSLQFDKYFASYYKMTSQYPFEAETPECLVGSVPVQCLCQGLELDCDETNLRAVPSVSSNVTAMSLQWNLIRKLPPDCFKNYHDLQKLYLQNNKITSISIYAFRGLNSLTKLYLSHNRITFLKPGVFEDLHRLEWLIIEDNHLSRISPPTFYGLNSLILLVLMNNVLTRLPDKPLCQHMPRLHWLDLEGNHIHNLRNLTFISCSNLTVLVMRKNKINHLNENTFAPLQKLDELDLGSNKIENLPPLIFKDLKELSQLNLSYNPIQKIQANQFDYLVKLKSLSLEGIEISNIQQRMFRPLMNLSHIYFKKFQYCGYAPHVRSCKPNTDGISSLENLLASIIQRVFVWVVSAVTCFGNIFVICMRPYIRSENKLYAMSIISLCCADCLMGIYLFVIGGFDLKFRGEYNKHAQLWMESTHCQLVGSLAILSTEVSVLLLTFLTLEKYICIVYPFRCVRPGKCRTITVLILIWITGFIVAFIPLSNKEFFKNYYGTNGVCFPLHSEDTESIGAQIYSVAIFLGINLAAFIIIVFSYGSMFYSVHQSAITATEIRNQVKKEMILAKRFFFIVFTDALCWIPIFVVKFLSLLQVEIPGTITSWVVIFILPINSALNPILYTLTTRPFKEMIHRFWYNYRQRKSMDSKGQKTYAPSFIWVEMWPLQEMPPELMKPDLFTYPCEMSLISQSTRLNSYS
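cAMP rise read by TR-FRET after 30 min, 37C compound exposure (up to 58 uM) in RXFP1-transfected HEK293 cells with Ro 20174 present. EC50 from Hill-equation fits, with 29 nM porcine relaxin as 100% and buffer as basal.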
Glioma ERSR ind = induces the endoplasmic reticulum stress response in human glioma cells; U87-MG GRP78 promoter luciferase reporter, 16 h; Potency, µM, for inactives: top-dose activation, most hits filed as activators; 0.02% of 420,000 active; also: potency is read from the fitted curve at half-maximal effect; series mostly up to about 76 µM; % of control where 0% means no effect; nearly all actives have a fitted effect of over 35% in size
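Stably transfected U87-MG glioma cells carrying a GRP78-based luciferase sensor; 16 h compound incubation. Luminescence end-point read 10 min after Bright-Glo addition at room temperature.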
LDHA inh = LDHA (human) enzyme inhibition; activity change, % (values are at about 110 or 230 µM); P00338; purified LDHA, NADH/diaphorase-resazurin fluorescence; stronger effect = lower value; 0.15% of 480,000 active; in the data active = activity change below about -30%; inconclusive = mostly about -25% to -30%;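 also: plate controls were DMSO wells for no effect and wells without enzyme for full effect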
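Human LDH5 (2 nM) was incubated with 0.06 mM NADH and 0.2 mM pyruvate for 5 min at room temperature in Tris pH 7.4. Remaining NADH was coupled through diaphorase/resazurin, and resorufin fluorescence was read at 0 and 20 min.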
An asterisk follows results filed as active; ? = inconclusive; nt = not tested or not shown; & = joins results of further samples. Unless noted, calls follow the shape of the dose curve; as a rule, active = well fitted curve in the direction sought with a large enough effect; inconclusive = small, poorly fitted or top-dose-only effect, or another doubt; inactive = no such curve, though single readings can be large; an effect the other way counts as inactive or inconclusive. A portion of the library (hit frequency here may not be typical).

SMILES	D2 PAM	Vif-APOBEC3G blk	D1 ag	D1 potentiator	D1 antagonist	Vif-A3F inh	RXFP1 ag	Glioma ERSR ind	LDHA inh
COc1ccc(OC)c(NC(=O)C2COc3ccccc3O2)c1 (configuration not stated)	-1	-3%	2	3	2	1%	0.2%	1%	-2
COc1ccc(C(=O)NC2CCN(C(=O)NCc3ccccc3)CC2)cc1	-1	0%	4	-3	-10	2%	1.5%	-3%	-9
COc1cccc(NS(=O)(=O)c2ccc3[nH]cc(C(=O)NCCN4CCOCC4)c(=O)c3c2)c1	-4	0%	1	-1	3	-12%	-2.8%	-9%	0
O=C(Nc1nc2ccccc2[nH]1)c1ccccc1	8	-25%	-1	-1	nt	nt	2.1%	-5%	-7
O=C(CS(=O)(=O)c1ccc(F)cc1)Nc1nnc(-c2ccccc2Cl)o1	-4	0%	1	-3	14	4%	1.5%	-2%	0
COC(=O)c1cc2c(=O)c3ccccc3oc2nc1C	12	1%	1	6	7	-13%	-2.0%	-5%	-2
Cc1cc(=O)c2c(o1)C(=O)c1occc1C2=O	nt	-14%	nt	nt	nt	-22%	nt	-12%	41
Cc1cc(C)c(/C=C/c2onc(C)c2S(=O)(=O)N2CCC(C(=O)NCC(C)c3ccccc3)CC2)c(C)c1 (configuration not stated)	-2	13%	9	-2	-1	-1%	-0.5%	4%	-8
O=C(OCc1nnc(-c2ccccc2)o1)C1CCN(C(=O)c2ccc(Cl)cc2)CC1	13	-1%	10	2	14	-23%	0.7%	-1%	1
COc1ccc(-c2ccc3ccccc3n2)cc1	-6	-1%	1	3	-2	4%	2.3%	-9%	-12
C#CCOCCOCCOCCNc1nc(N2CCN(C(=O)[C@H]([C@@H](C)O)n3cc(CCCCN)nn3)CC2)nc(N2CCN(C(=O)[C@H](CCCCN)n3cc(CC(C)O)nn3)CC2)n1 (some centres not stated)	16	4%	2	-1	-9	5%	-0.4%	-5%	7
Cc1ccc(S(=O)(=O)N/N=C\c2ccc(Cl)c([N+](=O)[O-])c2)cc1	10	-5%	5	-1	-5	-8%	-2.0%	-4%	-21
O=C(O)c1cc(N/N=C/c2cccs2)ccc1Cl	-1	nt	2	-7	-26	nt	-1.4%	nt	nt
C=CCN1C(=O)/C(=C2\SC(N3CCOCC3)=NC2=O)c2cc(Br)ccc21	16	1%	-3	4	34	0%	0.7%	-2%	0
COc1cc(-c2cc(-c3ccc(N)cc3)[nH]c(=O)c2C#N)cc(OC)c1OC	8	-19%	21	-10	-15	?	4.7%	-5%	-2
O=C(N/N=C/C1CC=CCC1)c1cc2ccccc2cc1O (configuration not stated)	2	-5%	6	5	-16	1%	-0.4%	-2%	9
COc1cccc(NC(=O)CN(C)C(=O)C2CC3C=CC2C3)c1 (configuration not stated)	nt	3%	nt	nt	nt	-14%	nt	-2%	-5
Cc1ccc(-c2cc(C(=O)Nc3cc(C)on3)c3ccccc3n2)cc1	16	2%	4	2	15	-28%	6.5%	2%	-7&-2
Cc1ccccc1-n1nc(CO)c(C(=O)NCc2cccnc2)n1	-8	6%	-1	-1	-22	3%	-0.7%	-4%	8
O=C(COC(=O)/C=C/c1cccs1)NC1CC1	-3	-2%	9	-3	-7	11%	0.1%	-3%	-6
COc1ccc2nc(NCCO)[nH]c2c1	-12	1%	0	0	-6	5%	-1.3%	-2%	-1
COc1ccccc1OCCc1nnc(N)s1	-15	1%	-2	-1	12	-7%	-1.1%	-5%	-1
CCc1cc2c(=O)c(-c3ccc4c(c3)OCCO4)coc2cc1OC(=O)c1ccco1	nt	2%	3	5	-9	-11%	-0.6%	12%	-8
Cc1ccccc1CNC(=O)c1ccccc1	7	-4%	2	-3	-5	-3%	-0.7%	-1%	3
Cc1nn(Cc2ccc(F)cc2)c(C)c1NC(=O)c1cccnc1Cl	-10	-1%	1	0	2	8%	5.1%	-4%	-7

A portion taken from the entries so far, for reference:
SMILES	D2 PAM	Vif-APOBEC3G blk	D1 ag	D1 potentiator	D1 antagonist	Vif-A3F inh	RXFP1 ag	Glioma ERSR ind	LDHA inh
COc1ccccc1OCCc1nnc(N)s1	-15	1%	-2	-1	12	-7%	-1.1%	-5%	-1
CCc1cc2c(=O)c(-c3ccc4c(c3)OCCO4)coc2cc1OC(=O)c1ccco1	nt	2%	3	5	-9	-11%	-0.6%	12%	-8
Cc1ccccc1CNC(=O)c1ccccc1	7	-4%	2	-3	-5	-3%	-0.7%	-1%	3
Cc1nn(Cc2ccc(F)cc2)c(C)c1NC(=O)c1cccnc1Cl	-10	-1%	1	0	2	8%	5.1%	-4%	-7

Additional compounds follow:
SMILES	D2 PAM	Vif-APOBEC3G blk	D1 ag	D1 potentiator	D1 antagonist	Vif-A3F inh	RXFP1 ag	Glioma ERSR ind	LDHA inh
CC(C)c1ccc(S(=O)(=O)N2CCN(CC(O)CN3CCOCC3)CC2)cc1 (configuration not stated)	1	1%	0	-5	-15	-8%	1.5%	-3%	-7
CNC(=O)c1sc(-c2ccccc2)nc1C	1	2%	3	-8	7	-7%	-1.2%	-1%	-5
Cn1ccn(CCCCCCn2ccn(C)c2=S)c1=S	nt	0%	nt	nt	nt	-4%	nt	-4%	1
Cc1nn(-c2ccccc2)c(N2CCCC2)c1/C=N/NC(=S)Nc1cc(C(F)(F)F)ccc1Cl	6	-3%	0	3	-3	3%	-0.1%	1%	-6
CC(C)CC(=O)N1CCC(N2CCN(c3ccccc3)CC2)CC1	6	2%	1	-2	4	-2%	-0.6%	-6%	-23
CN(C)c1ccc(NC(=O)CN2C3CCCC2CC(NC(=O)c2ccccc2)C3)cc1 (configuration not stated)	-6	3%	0	-9	-1	-1%	-3.8%	-7%	-2
O=C(O)CCNS(=O)(=O)c1ccc2c(c1)OCCCO2	8	1%	1	-5	2	-4%	0.1%	0%	-7
CCC[C@@H]1C[C@@]1(CCC)[C@@H](NC(=O)c1ccccc1)c1ccc(C(=O)OC)cc1	-1	-6%	4	-5	-10	5%	-0.1%	-4%	5
CCNC(=O)c1ccc(C2SCC(=O)N2Cc2ccco2)cc1 (configuration not stated)	-2	4%	1	-3	8	0%	2.9%	-5%	0
COc1cccc(CNC(=O)c2nnn(-c3ccc(OC(F)(F)F)cc3)c2N)c1	15	0%	10	-1	-17	-16%	1.0%	5%	0
O=C(NC1CC1)c1nc(Cn2cc([N+](=O)[O-])cn2)no1	-4	2%	5	18	-3	3%	0.0%	-5%	-2
Cc1onc(-c2ccccc2)c1C(=O)N1CCN(S(=O)(=O)c2ccccc2C(F)(F)F)CC1	nt	-4%	3	-1	-1	-5%	0.4%	-4%	-5
Cc1ccc2c(c1)-c1[nH]c(=S)ncc1CS2	9	0%	5	14	1	0%	-2.8%	1%	-1
CCCN1CCN(C(=O)C2CCN(c3ncnc4c3nc3n4CCCCC3)CC2)CC1	8	1%	1	-2	5	6%	18%	-1%	-2
COc1ccc(C(C)=O)cc1COC(=O)c1cnc(Cl)c(Cl)c1	-13	?	3	-7	-3	-10%	7.0%	0%	-12
N#CC1=C(N)N(c2ccccc2)C2=C(C(=O)CCC2)C1c1cccs1 (configuration not stated)	5	-9%	-3	0	-12	-9%	2.0%	3%	42
O=C(NCCCN1CCN(c2cccc(Cl)c2)CC1)c1nc(-c2ccncc2)no1	-36	0%	-1	-9	-13	-17%	0.2%	-3%	0
CCOc1ccccc1NC(=O)c1cc(C(=O)c2cc(Br)ccc2O)coc1=N	nt	-14%	3	-5	-17	3%	1.2%	-4%	-6
CCNC(=S)N/N=C/c1ccc(OCC(=O)Nc2ccc(OC)cc2)c(OC)c1	-7	0%	7	-2	7	-2%	1.8%	0%	-7
Cc1ccc(C)c(N2CCN(CC(=O)Nc3ccc4[nH]c(=O)[nH]c4c3)CC2)c1	-19	-9%	0	-4	-3	1%	0.8%	-6%	1
CCOC(=O)C1=C(CSc2nc3c(cc2C#N)CN(C)CC3)OC(N)=C(C#N)C1c1ccc(F)cc1 (configuration not stated)	3	1%	3	-2	6	-1%	11%	-7%	4
C=CCNC(=S)NNc1nc2sc3c(c2c(=O)[nH]1)CC(C)(C)OC3	13	-1%	1	2	8	5%	23%	1%	-2
Cc1ccc(COC(=O)c2nn(-c3ccccc3)nc2N)cc1	-6	-5%	4	-5	14	?	3.2%	5%	2
CCOc1ccccc1N(C(=O)c1ccco1)C(C(=O)NC1CCCC1)c1cccnc1 (configuration not stated)	-4	-5%	1	-7	-3	nt	-0.2%	-1%	-6
Cc1cccc(-c2noc(CCCC(=O)Nc3ccc(C(N)=O)cc3)n2)c1	1	2%	3	2	-19	-1%	0.0%	-5%	-2
(listing goes on)
SMILES	D2 PAM	Vif-APOBEC3G blk	D1 ag	D1 potentiator	D1 antagonist	Vif-A3F inh	RXFP1 ag	Glioma ERSR ind	LDHA inh
O=C(Nc1cccc2cccnc12)c1cccc(N2C(=O)CCC2=O)c1	14	-3%	2	-6	-8	-3%	1.4%	-4%	-4
COc1ccc2c(c1)CCc1c(C(=O)Nc3cnn(Cc4ccc(Cl)cc4Cl)c3)noc1-2	10	-5%	1	-1	3	-4%	1.5%	0%	5
CSc1cccc(NC(=O)CCC(=O)O)c1	0	2%	0	-1	-3	8%	-0.6%	-4%	-2
CCOc1ccc(C(=O)NCC2CCN(CC3CCCCC3)CC2)cc1	2	4%	2	5	-1	4%	0.3%	-1%	-7
CN(C)c1ccc(CN2CCCCC2)cc1	-9	2%	0	-2	-5	-15%	1.3%	-2%	0
COc1ccc(OCC(=O)NNC(=O)c2nn(C)c(=O)c3ccccc23)cc1	-14	1%	4	-7	10	3%	-0.4%	-6%	-5
Cc1ccc(NCC(=O)N=Nc2c(O)n(C)c3ccccc23)cc1	16	3%	0	0	5	-3%	-1.3%	2%	-5
CCC(C)c1cc(S(=O)(=O)N2CCOCC2)ccc1OC (configuration not stated)	8	0%	1	-6	1	6%	2.1%	1%	-3
CN(C)C(=O)CN1C(=O)C2CCCCN2C(=O)c2ccccc21 (configuration not stated)	-5	-1%	1	-5	-28	-18%	3.6%	-6%	2
N#Cc1ccccc1OCC(=O)Nc1ccc(N2CCOCC2)cc1N1CCOCC1	7	0%	0	-1	12	-5%	-1.6%	2%	3
CCOc1ccc(CNC(=O)C2=Cc3cc(Br)ccc3OC2)cc1OC	-8	-1%	7	-3	-38*	-3%	-0.8%	2%	-7
